Cneo AK release: Cryptococcus neoformans lysis via adenylate kinase release; C. neoformans lysis, adenylate kinase release luminescence, 4 h; normalised: neutral wells 0, clomiphene wells 100; lysis activity, % at 15 µM; 360,000 tested, 0.2% active; AID 651654;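 active means mean lysis activity across replicates of at least 80%, whatever share of replicates individually reach that level; inactive means mean lysis activity below 80%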
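Test system: log-phase Cryptococcus neoformans yeast cells. Input: 5 × 10^6 yeast cells/mL. Medium: fresh YPD growth medium. Doses: single dose. Incubation: static 4 h at 37 °C with compound, 1 h detection. Measured by: luminescent adenylate kinase detection reagent. Read-out: signal increase indicating cell lysis. Benchmarks: Clomiphene.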
PGC1a acetyl inh: modulators of PGC1a acetylation; U2OS PGC1a acetylation, AlphaScreen anti-acetyl-lysine; with virally co-expressed GCN5 acetyltransferase; inhibition, % at 15.6 µM; 350,000 tested, 0.17% active; AID 651687;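 active means every replicate shows inhibition of at least 40%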;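 further: 0% = neutral control wells and 100% = positive control wells; some results beyond the cut were filed as inactive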
RAD52 inh: RAD52 (human) annealing inhibition | P43351 | recombinant RAD52 DNA annealing, FRET fluorescence | inhibition, % at 18.7 µM | 360,000 tested, 0.46% active;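 active means every replicate showing at least 50% inhibition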
Target sequence (P43351 whole entry, looked up): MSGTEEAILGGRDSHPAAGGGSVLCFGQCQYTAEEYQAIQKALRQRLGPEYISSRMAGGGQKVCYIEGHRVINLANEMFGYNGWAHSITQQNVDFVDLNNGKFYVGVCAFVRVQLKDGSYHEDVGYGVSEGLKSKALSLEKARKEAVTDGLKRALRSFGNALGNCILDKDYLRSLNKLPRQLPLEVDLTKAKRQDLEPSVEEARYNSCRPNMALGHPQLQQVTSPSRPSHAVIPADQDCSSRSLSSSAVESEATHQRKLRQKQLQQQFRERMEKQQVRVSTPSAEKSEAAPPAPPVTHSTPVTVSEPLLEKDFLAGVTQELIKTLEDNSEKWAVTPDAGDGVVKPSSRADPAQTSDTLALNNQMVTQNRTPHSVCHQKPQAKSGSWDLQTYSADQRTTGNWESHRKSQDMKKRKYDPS
miR-122 sensor: miR-122 inhibition in Huh7 cells | Huh7 miR-122 Renilla luciferase sensor, 48 h; neutral wells = 0, positive control = 100 | activation (reporter increase), % at 12.5 µM | 340,000 tested, 0.3% active | AID 602342;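 active means mean replicate activation score at least 90 and every replicate individually at or above 90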;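 further: higher luciferase means less miR-122 activity so hits act as miR-122 inhibitors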
PglD inh: inhibitors of Campylobacter jejuni PglD acetyltransferase. inhibition, % at 12.5 µM. 360,000 tested, 0.098% active. purified PglD enzyme, DTNB colorimetric CoA detection; in the data active means inhibition above about 16%, passing the limit was not always enough; further: strong numbers were not always called active
E-selectin induc: induces E-selectin expression in human endothelial cells. P16581. HUVEC E-selectin immunofluorescence imaging; normalized: neutral wells 0, TNF-alpha wells 100. activation, % at 7.58 µM. 260,000 tested, 0.37% active;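 active means mean E-selectin-positive cell signal at least 10% of the positive control, reached in at least 60% of replicates, without over 20% cell loss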;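 further: in these data hits start at about 27%; measured in HUVEC primary endothelial cells; signal is the percent of cells scored E-selectin positive by PE staining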
Target sequence (P16581 whole entry, looked up): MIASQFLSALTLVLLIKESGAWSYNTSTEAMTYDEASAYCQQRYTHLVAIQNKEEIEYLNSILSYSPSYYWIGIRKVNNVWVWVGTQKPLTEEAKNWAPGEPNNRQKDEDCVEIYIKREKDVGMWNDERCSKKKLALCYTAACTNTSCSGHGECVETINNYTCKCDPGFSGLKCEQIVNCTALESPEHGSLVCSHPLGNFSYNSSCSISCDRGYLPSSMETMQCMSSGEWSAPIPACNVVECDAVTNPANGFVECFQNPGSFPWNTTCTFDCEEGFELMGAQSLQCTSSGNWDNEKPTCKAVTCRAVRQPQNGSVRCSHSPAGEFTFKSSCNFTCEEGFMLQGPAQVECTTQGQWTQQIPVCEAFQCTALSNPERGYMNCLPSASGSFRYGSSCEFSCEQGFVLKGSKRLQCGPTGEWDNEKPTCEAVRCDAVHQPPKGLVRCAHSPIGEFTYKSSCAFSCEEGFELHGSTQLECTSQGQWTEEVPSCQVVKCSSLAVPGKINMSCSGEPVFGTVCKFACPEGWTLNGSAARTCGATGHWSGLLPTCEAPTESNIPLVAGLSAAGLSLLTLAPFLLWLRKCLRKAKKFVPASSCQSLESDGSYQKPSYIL
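Test system: HUVEC; input: 3,000 HUVEC/well; measured by: immunofluorescence imaging; read-out: % PE-positive cells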
RAD54 inh: blocks human RAD54 Holliday junction branch migration. inhibition, % at 10.4 µM. FAM/BHQ fluorescence. 360,000 tested, 0.14% active. Q92698;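 active means mean normalized replicate activity at least 40 and at least half of replicates scoring 40 or more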;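 further: 0% = median of neutral control wells and 100% = median of positive control wells; inhibitors cause a drop in the FAM fluorescence signal; in these data hits start at about 50%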
ERAP1 inh: inhibitors of human ERAP1 aminopeptidase; Q9NZ08; recombinant ERAP1, Leu-AMC fluorescence, 60 min; inhibition, % at 10.7 µM; 340,000 tested, 0.15% active;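 active means mean replicate inhibition of at least 30%, or all replicates individually reaching that 30% level; inactive means mean below 30% and not every replicate reaching it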;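 further: 0% = neutral control wells and 100% = L-leucinethiol positive control wells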
An asterisk follows results filed as active; . = no result given; [ ] = remark or other dose.

SMILES	Cneo AK release	PGC1a acetyl inh	RAD52 inh	miR-122 sensor	PglD inh	E-selectin induc	RAD54 inh	ERAP1 inh
CCOc1ccc(S(=O)(=O)N2CCN(C(=O)c3ccccc3Cc3ccccc3)CC2)cc1	-1	-9	-12	.	1	.	-1	-1
CC(=O)C1=C(C)N(CC2CC2)C(=O)N[C@H]1c1ccccc1	1	.	-9	.	0	0.0	7	-1
O=c1c2ccccc2nc2n1CCCCC2	-2	10	.	-17	-4	.	-17	.
O=C(NCCNC(=O)c1cnccn1)c1ccc(Cl)cc1	-1	.	-13	.	3	-3.5	5	-2
CN1c2ccc(C#Cc3cccc(F)c3)cc2[C@H]2[C@H](CCN2S(=O)(=O)c2ccccc2F)[C@@H]1CO	-5	-16	5	-10[16.7 µM]	-1	1.7	1	0
O=C(OCCN=C1NS(=O)(=O)c2ccccc21)c1ccco1	.	-1	-9	14	.	.	.	3
Nc1c(C2CCCCC2)c(=O)on1C(=O)c1ccccc1	7	-10	-17	4	-7	0.1	4	-1
COc1ccc(CCNc2nc(N3CCOCC3)nc(N3CCOCC3)n2)cc1OC	1	-8	.	-12	-3	.	0	.
CCCC(=O)Nc1ccc2c(c1)C(=O)N(C)C[C@@H](OC)[C@@H](C)CN(C(=O)CN(C)C)[C@@H](C)CO2	-2	-1	-17	-4[16.7 µM]	4	0.2	0	3
Cc1ccccc1CN(c1ccc(C(=O)NCc2cccnc2)cc1)S(C)(=O)=O	0	.	-6	-4	-8	8.6	-14	.

Part of the list above, with bars between the fields:
smiles | Cneo AK release | PGC1a acetyl inh | RAD52 inh | miR-122 sensor | PglD inh | E-selectin induc | RAD54 inh | ERAP1 inh
CCCC(=O)Nc1ccc2c(c1)C(=O)N(C)C[C@@H](OC)[C@@H](C)CN(C(=O)CN(C)C)[C@@H](C)CO2 | -2 | -1 | -17 | -4[16.7 µM] | 4 | 0.2 | 0 | 3
Cc1ccccc1CN(c1ccc(C(=O)NCc2cccnc2)cc1)S(C)(=O)=O | 0 | . | -6 | -4 | -8 | 8.6 | -14 | .

Next records:
SMILES	Cneo AK release	PGC1a acetyl inh	RAD52 inh	miR-122 sensor	PglD inh	E-selectin induc	RAD54 inh	ERAP1 inh
COc1ccc(OCC(O)CN(CC(O)COc2ccc(OC)cc2)c2cccc(O)c2)cc1 (stereo not given)	-1	-4	-1	9	2	.	-7	-3
CCNC(=O)C1(C)CCCN(C(=O)c2nc3ccccc3s2)C1 (stereo not given)	-1	4	1	-1	-1	0.1	-4	3
O=C(NC(c1ccccc1)c1ccccc1)c1ccc(=O)[nH]n1	.	-3	-6	-4	.	.	.	0
CCOC(=O)c1ccccc1NC(=O)CSc1nnc(Cc2cccn2C)n1-c1ccc(C)cc1	2	-33	.	1	1	.	-9	.
Cc1ccc(NC(=O)C2CC2c2ccccc2)c([N+](=O)[O-])c1 (stereo not given)	1	-8	-8	-4	1	.	1	-1
CC(C)(C)n1nc2c(c1NC(=O)COc1ccc(F)cc1)CS(=O)(=O)C2	-1	-3	-6	0	2	-0.3	-8	-3
CN(C)CCCNC(=O)C[C@@H]1C=C[C@H](NS(=O)(=O)c2ccccc2)[C@H](CO)O1	50	-10	4	-3[16.7 µM]	-5	-1.4	-2	2
COc1ccccc1-c1cn(CC[C@H]2CC[C@@H](NC(=O)C3CCCCC3)[C@@H](CO)O2)nn1	-3	0	-8	.	-2	-0.3	1	-2
C[C@@H]1CN([C@@H](C)CO)C(=O)Cc2cc(NS(=O)(=O)c3cccs3)ccc2O[C@H]1CN(C)S(=O)(=O)c1ccc(Cl)cc1	0	-14	17	-6[16.7 µM]	1	0.1	2	3
CC1CN(C(=O)c2ccc(S(=O)(=O)Nc3ccccc3F)cc2)CC(C)O1 (stereo not given)	2	.	-9	-1	-4	-0.3	-2	0

The final three entries of the section before open the next one.
SMILES	Cneo AK release	PGC1a acetyl inh	RAD52 inh	miR-122 sensor	PglD inh	E-selectin induc	RAD54 inh	ERAP1 inh
COc1ccccc1-c1cn(CC[C@H]2CC[C@@H](NC(=O)C3CCCCC3)[C@@H](CO)O2)nn1	-3	0	-8	.	-2	-0.3	1	-2
C[C@@H]1CN([C@@H](C)CO)C(=O)Cc2cc(NS(=O)(=O)c3cccs3)ccc2O[C@H]1CN(C)S(=O)(=O)c1ccc(Cl)cc1	0	-14	17	-6[16.7 µM]	1	0.1	2	3
CC1CN(C(=O)c2ccc(S(=O)(=O)Nc3ccccc3F)cc2)CC(C)O1 (stereo not given)	2	.	-9	-1	-4	-0.3	-2	0
Cc1ccc(C(=O)NCCN2C3=NC[C@H](C)N3C[C@H]2Cc2ccc(O)cc2)cc1Br	0	-2	-2	-1	-2	0.1	-5	0
CCOc1ccc(OCCOc2ccc(/C=C/C(=O)O)cc2OCC)cc1	-1	0	-13	-1	-1	.	1	0
CC(C)(C)OC(=O)COc1cc(OCC(=O)OC(C)(C)C)c2c(=O)cc(-c3ccccc3)oc2c1	-1	-31	.	16	-1	.	-4	.
CCCSc1ccc(C(=O)Nc2ccc(Cl)cc2)cn1	.	-23	-16	5	.	.	.	-3
CN(C)c1ccc(/C=N/NC2=NS(=O)(=O)c3ccccc32)cc1	-1	.	-23	-5	-3	0.0	2	5
CCC(C(=O)OC)n1cnc2c(oc3ccccc32)c1=O (stereo not given)	-2	-3	-8	9	2	.	-1	1
CN(C)C(=O)c1ccc(-c2cccc(-c3nc(C(=O)N(C)C)cc4c3[C@H](CCO)N([S@@](=O)C(C)(C)C)C4)c2)cc1	-21	1	-32	.	7	-0.1	3	-1
COc1ccc(/C=C/C(=O)NCC(=O)n2nc(C)cc2C)cc1	1	5	-10	-1	-1	.	4	-1
CC1CCN(S(=O)(=O)c2ccc(NC(=O)CSc3ncccc3C(=O)O)cc2)CC1	0	-27	.	-1	-3	.	-17	.
CCOC(=O)Cc1csc(NC(=O)c2sc3nc4ccc(CC)cc4cc3c2N)n1	-12	-7	-135	-2	5	.	5	14
C#CCOCCOCCOCCNc1nc(N2CCN(C(=O)[C@H](CCCCN)n3cc(CN)nn3)CC2)nc(N2CCN(C(=O)[C@H](CCC(=O)O)n3cc([C@@H](N)CCCCN)nn3)CC2)n1	-1	.	61*	.	5	0.0	-18	.
Cc1ccc(S(=O)(=O)N(C)C[C@@H]2Oc3c(NS(=O)(=O)c4ccccc4)cccc3C(=O)N([C@H](C)CO)C[C@@H]2C)cc1	1	1	4	13[16.7 µM]	-1	-0.5	-3	-1
CCOc1ccc(C(=O)NCC(c2ccco2)N2CCOCC2)cc1 (stereo not given)	0	.	-3	.	-3	.	10	-1
CC(C)(C)c1ccc(CC(=O)N2CCC2(C)C(=O)O)cc1 (stereo not given)	-1	-7	0	1	1	-0.8	-5	0
CC(C)NC(=O)c1ccccc1S(=O)c1ccccc1C#N (stereo not given)	-1	-9	.	-2	6	.	4	.
O=C(Cc1cccs1)N/N=C/c1ccccc1	23	0	-15	-1	5	0.3	10	.
C[C@H]1CN([C@@H](C)CO)S(=O)(=O)c2ccc(C#CC(C)(C)O)cc2O[C@H]1CN(C)Cc1ccncc1	0	8	10	25[16.7 µM]	1	-0.3	-5	1
CNC(=O)c1ccsc1NC(=O)CCS(=O)(=O)c1ccc(F)cc1	-2	3	-11	-5	4	-0.4	-1	0
COc1cccc(CN(C)S(=O)(=O)c2cccs2)c1	-5	.	-19	.	-4	0.0	-12	-1
CCc1ccc([C@H]2[C@@H]3C(=O)C[C@@H]4C(=O)N(c5ccccc5)C(=O)[C@@H]4[C@@H]3CN2S(=O)(=O)c2ccc(C)cc2)cc1	0	8	4	4	3	0.5	7	-1
O=C(NCCc1ccccc1)c1c(F)cccc1F	-3	0	-19	1	-1	.	8	0
CCCCOc1ccc(/C=C(\C(=O)O)c2ccc(S(=O)(=O)N3CCCC3)s2)cc1	-4	7	-26	3	-1	-0.5	-14	6
CC1CCCN(C(=O)CSc2nnc(-c3ccc(O)cc3)o2)C1 (stereo not given)	-3	.	-10	.	2	.	11	-1
Cc1ccc(C)c(NC(=O)C2Cc3ccccc3CN2C(=O)OCc2ccccc2)c1 (stereo not given)	-1	-36	.	-4	11	.	-2	.
COc1cc(C(=O)NC(=S)Nc2ccccc2N2CCCC2)cc(OC)c1OC	0	-8	-7	-3	4	.	-4	-3
CN1C(=O)c2cc(NC(=O)C3CCCCC3)ccc2OC[C@@H]2O[C@H](CC(=O)NCC3CCCCC3)CC[C@@H]21	.	9	11	.	.	-0.1	.	2
COC(=O)c1cc(OC)c(OC)cc1NC(=O)c1ccc(Br)o1	0	-8	.	-9	2	.	-7	.
COc1ccc(Cc2nc3ccccc3n2CC(=O)N/N=C/c2ccc(C)cc2O)cc1OC	-3	.	.	-4	-7	.	4	.
COC1CC(C)C(OC)c2cc(O)cc(c2O)NC(=O)C(C)=CC=CC(C)C(OC(N)=O)C(C)=CC(C)C1OC (stereo not given)	.	-11	-16	4	.	0.0	.	2
CCOc1ccc(N(CC(=O)Nc2cc(C)ccc2C)S(=O)(=O)c2c(C)[nH]c(=O)[nH]c2=O)cc1	-1	-9	-9	-2	6	-0.1	-8	0
COC(=O)C(C)Oc1ccc2c3c(c(=O)oc2c1)CCCCC3 (stereo not given)	0	.	.	15	0	.	-5	.
COc1ccc(NC(=O)Nc2ccc3c(c2)C(=O)N([C@@H](C)CO)C[C@H](C)[C@@H](CN(C)Cc2ccc(-c4ccccc4)cc2)O3)cc1	-3	-6	29	-5[16.7 µM]	0	1.0	0	-3
C[C@@H]1CCCCO[C@@H](CN(C)C(=O)Nc2ccc3c(c2)OCO3)[C@H](C)CN([C@H](C)CO)C(=O)c2cc(NC(=O)Nc3ccc4c(c3)OCO4)ccc2O1	-1	9	2	-4[16.7 µM]	0	-0.2	-8	0
O=C(N[C@H]1C=C[C@H](CC(=O)N2CCCCC2)O[C@@H]1CO)c1ccc2c(c1)OCO2	-4	-4	1	.	-5	-0.2	6	1
Cc1cc(C(=O)NN=C2C3CC4CC(C3)CC2C4)c2ccccc2n1	-1	0	.	-2	1	.	-2	.
Cc1noc(C)c1NC(=O)N(C)C[C@H]1Oc2ccc(NC(=O)Nc3ccc(F)cc3)cc2CC(=O)N([C@@H](C)CO)C[C@H]1C	-1	5	1	-1[16.7 µM]	1	0.1	-2	0
N#Cc1c(N)n(-c2cccc(O)c2)c2nc3ccccc3nc12	-5	4	-23	2	3	0.0	16	.
CC(NC(=O)c1ccco1)c1ccc2c(c1)OCO2 (stereo not given)	0	.	-3	.	1	-0.3	4	-4
CCCCNC(=O)c1ccc2c(c1)N(CC)C(=O)CS2	5	6	.	1	1	.	4	.
C[C@@H]1CN([C@H](C)CO)C(=O)Cc2cc(NC(=O)Nc3ccc(F)cc3)ccc2O[C@@H]1CN(C)Cc1ccc(-c2ccccc2)cc1	1	-5	-4	18[16.7 µM]	8	0.6	-3	1
O=C(N[C@H]1C=C[C@H](CC(=O)N2CCOCC2)O[C@H]1CO)c1cccc(F)c1	-4	-17	6	4[16.7 µM]	1	-0.3	-3	-1
COc1ccc(N2CCN(CC(=O)NC(=O)NC(C)(C)C)CC2)cc1	.	1	-14	.	.	0.2	.	0
CC(NC(=O)COc1ccc(N(C)S(=O)(=O)c2ccccc2)cc1)c1ccccc1 (stereo not given)	-8	-20	-16	-2	1	.	8	2
CCOc1ccc(C(=O)N2CCCC2C(=O)O)cc1 (stereo not given)	2	5	.	1	-7	.	-1	.
COc1ccccc1NC(=O)N1C[C@@H]2N[C@H](C1)C2c1ccc(-c2cccc(C(=O)N(C)C)c2)cc1 (stereo not given in full)	.	0	1	.	.	-0.7	.	0
CCCOc1ccc(/C=C/C(=O)O)cc1OC	0	62*	-14	0	3	.	-7	2
CCN(CC)CCNc1nc(-c2ccccc2)nnc1C(F)(F)F	-1	-1	.	-44	4	.	2	.
COCCCN1Cc2cccc(C(=O)O)c2C1=O	0	.	0	-1	-8	.	-2	3
Cc1cc(C)c(C)c(S(=O)(=O)Nc2ccc(C(=O)N3CCCC3)cc2)c1C	3	-1	1	135*	1	.	9	5

From PubChem
